IMP-1 inh – inhibitors of Pseudomonas aeruginosa IMP-1 metallo-beta-lactamase | purified IMP-1, nitrocefin hydrolysis, epi-absorbance fluorescence | inhibition, % at 5.6 µM | actives 0.45% (n = 290,000);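 active means inhibition above the mean plus 3 SD of all compounds in the same screening run, cut at about 4.5% in these data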;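 further: 0% = IMP-1 with DMSO and 100% = DMSO wells lacking enzyme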
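System: Purified IMP-1 | Read-out basis: Percent enzyme inhibition | Controls: IMP-1 with DMSO as 0%, enzyme-free DMSO as 100% | Replicates: One well per compound | Doses: 5.6 µM nominal single concentration | Detection: Epi-absorbance fluorescence, 480 nm excitation, 530 nm emission | Incubation: 25 °C, 15 min preincubation, 25 min reaction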
CRFR2-BP antag – blocks CRF-induced signaling of the CRF-BP/CRF-R2 complex | HEK293 CRF-R2/CRF-BP, CRF-induced calcium fluorescence | inhibition, % at 11.8 µM | actives 0.59% (n = 350,000) | AID 588475;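 active means inhibition of the ligand-induced calcium signal above about 50% at the single tested concentration, limit read from the data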
p-CIP stab down – p/CIP protein destabilization; decrease of EGFP signal, % at 10 µM; F442A p/CIP-EGFP cells, EGFP fluorescence, 16 h; actives 0.01% (n = 290,000);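 active means EGFP signal decrease of at least 30% at 10 µM or well 3 SD below plate mean, unless failing retest; inactive means the rest, including hits failing retest or dose response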; further: some compounds called inactive have numbers as strong as hits; many of its hits are not listed in these tables
NS3 helicase inh – blocks Hepatitis C virus NS3 helicase unwinding; NS3 helicase DNA unwinding, Cy5 molecular beacon fluorescence; inhibition, % at 10.9 µM; actives 0.56% (n = 290,000); AID 1800;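 active means inhibition above the mean of all tested compounds plus 3 SD, set per campaign, cut at about 35% in these data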;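 further: 0% = DMSO wells and 100% = thioflavine S control wells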
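Material: hepatitis C virus NS3 helicase domain fragment enzyme; measured by: Cy5 fluorescence, 0 and 60 min reads; control set: DMSO and thioflavine S; incubation: 60 min unwinding reaction at 25 °C after ATP addition; read-out basis: % inhibition from 60/0 min fluorescence ratio, DMSO 0%, thioflavine S 100%; repeats: singlicate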
GalR3 antagonist – human GalR3 antagonism; HEK293 GalR3-CNG cAMP membrane potential fluorescence; galR3 body fused to GalR1 C-terminus; inhibition, % at 3 µM; actives 0.44% (n = 360,000); AID 651719;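 active means inhibition above the screen-wide average plus 3 SD, cut at about 13% in these data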;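 further: forskolin and galanin both at EC90 stimulate the cells; cAMP rise reported by CNG channel membrane potential dye signal; 0% = forskolin plus galanin with DMSO and 100% = forskolin alone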
IDE inh – inhibits human insulin-degrading enzyme in HEK cells. P14735. FAbetaB cleavage, fluorescence polarization. inhibition, % at 5.59 µM. actives 0.41% (n = 320,000);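 active means percent inhibition above the average of all tested compounds plus 3 SD, set per screening campaign, cut at about 16% in these data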;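 further: IDE supplied by intact live HEK cells; FP after avidin binding of uncleaved biotin substrate so inhibition keeps polarization high; 0% = DMSO wells and 100% = 60 µM reference IDE inhibitor Ii1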
Target sequence (P14735 whole entry, looked up): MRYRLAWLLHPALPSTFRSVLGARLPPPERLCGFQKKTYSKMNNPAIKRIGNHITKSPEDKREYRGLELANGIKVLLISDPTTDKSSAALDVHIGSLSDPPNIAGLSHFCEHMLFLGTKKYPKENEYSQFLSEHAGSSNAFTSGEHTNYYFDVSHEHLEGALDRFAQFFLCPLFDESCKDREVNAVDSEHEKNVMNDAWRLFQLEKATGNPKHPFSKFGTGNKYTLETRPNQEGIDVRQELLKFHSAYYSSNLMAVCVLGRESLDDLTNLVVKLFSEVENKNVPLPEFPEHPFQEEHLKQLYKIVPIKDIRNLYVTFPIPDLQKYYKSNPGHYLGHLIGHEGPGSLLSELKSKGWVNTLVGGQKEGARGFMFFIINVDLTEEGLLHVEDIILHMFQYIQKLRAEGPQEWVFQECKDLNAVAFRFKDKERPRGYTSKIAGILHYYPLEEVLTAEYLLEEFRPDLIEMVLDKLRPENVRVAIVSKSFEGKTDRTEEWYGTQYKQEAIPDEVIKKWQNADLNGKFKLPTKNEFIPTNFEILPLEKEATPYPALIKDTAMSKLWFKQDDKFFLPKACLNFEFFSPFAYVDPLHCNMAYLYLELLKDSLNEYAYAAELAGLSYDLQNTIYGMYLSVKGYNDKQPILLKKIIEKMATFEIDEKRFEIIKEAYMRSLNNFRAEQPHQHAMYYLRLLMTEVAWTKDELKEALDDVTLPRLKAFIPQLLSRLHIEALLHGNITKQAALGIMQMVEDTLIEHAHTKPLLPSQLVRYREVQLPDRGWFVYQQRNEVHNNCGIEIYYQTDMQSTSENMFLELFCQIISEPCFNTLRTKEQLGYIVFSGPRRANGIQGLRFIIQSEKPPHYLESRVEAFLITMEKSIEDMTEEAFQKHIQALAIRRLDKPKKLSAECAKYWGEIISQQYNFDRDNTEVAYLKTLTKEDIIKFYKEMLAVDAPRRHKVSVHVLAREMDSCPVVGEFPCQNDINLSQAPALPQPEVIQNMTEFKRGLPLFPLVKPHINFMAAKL
UBC9 SUMO inh – SUMOylation inhibition | P63279 | HTRF SUMOylation assay, SAE1/SAE2 + UBC9, in vitro | inhibition, % at 35 µM | actives 0.36% (n = 290,000); in the data active means inhibition above about 50%, passing the limit was not always enough; further: strong numbers were not always called active
VIM-2 inhibitor – blocks Pseudomonas aeruginosa VIM-2 metallo-beta-lactamase; actives 0.89% (n = 290,000); purified VIM-2, nitrocefin hydrolysis, epi-absorbance fluorescence; inhibition, % at 5.6 µM;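 active means inhibition above the mean of all tested compounds plus 3 SD, cutoff set per screening run, cut at about 7.5% in these data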;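 further: red hydrolysis product quenches plate fluorescence so inhibitors raise well fluorescence; 0% = enzyme with DMSO and 100% = DMSO without enzyme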
IDE cell activ – IDE (human) activation, cell-based | P14735 | HEK cells, FAbeta-B cleavage, fluorescence polarization; 0% vehicle, 100% cell-free pure enzyme wells | activation, % at 5.96 µM | actives 0.073% (n = 340,000) | AID 493087;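 active means activation above the mean of all tested compounds plus 3 SD, set per screening campaign, cut at about 17% in these data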
Active calls of the source: *; / = no result given.

Below each SMILES: IMP-1 inh | CRFR2-BP antag | p-CIP stab down | NS3 helicase inh | GalR3 antagonist | IDE inh | UBC9 SUMO inh | VIM-2 inhibitor | IDE cell activ
O=C(N/N=C/c1ccc(O)c(O)c1)c1cccc(S(=O)(=O)N2CCCC2)c1
    / | -20 | / | / | -1 | 0 | / | / | 5
Cc1ccn(CC(=O)N2CCCC(C(=O)c3cccc4ccccc34)C2)n1 (stereo not drawn)
    -0.4 | 13 | -7 | -6 | 4 | -2 | 5 | -1.8 | -7
CCOc1ccccc1NC(=O)c1ccc2c(c1)C(=O)N(CC1CCCO1)C2=O (stereo not drawn)
    -1.8 | 7 | -7 | -4 | 0 | 2 | -2 | -2.7 | -1
COc1ccc(N(C(C)C(=O)N/N=C/c2ccc(OC(C)C)cc2)S(C)(=O)=O)cc1 (stereo not drawn)
    -3.5 | -6 | -11 | 1 | -2 | 0 | -15 | -3.0 | 2
Cc1[nH]c2ccccc2c1C(=O)C(=O)N1CCOCC1
    -5.2 | 6 | 10 | 1 | -2 | -1 | 6 | -1.5 | 1
CCn1c(=O)c(C(=O)CN(C)CC(=O)Nc2cccc(F)c2)c(N)n(Cc2ccccc2)c1=O
    / | -4 | / | / | 0 | 3 | / | / | -2
CC12C(=O)N(c3cccc(OC(=O)c4ccco4)c3)C(=O)C1C1c3ccccc3C2c2ccccc21 (stereo not drawn)
    -5.1 | 35 | -8 | -22 | -6 | -6 | -3 | -3.6 | -2
CC(Oc1ccc(Cl)cc1Cl)C(=O)NCCN1CCOCC1 (stereo not drawn)
    -0.2 | -3 | 12 | -12 | 2 | 2 | 18 | -3.9 | 0
O=C(NC(=S)N1CCCCCC1)c1ccccc1
    -0.8 | -3 | -6 | 3 | 1 | / | 8 | -4.5 | 3
Cc1nn(-c2ccccc2)c2[nH]c(=O)c(CNc3ccc4c(c3)OCCO4)cc12
    -2.2 | 1 | 3 | 4 | -5 | 6 | 33 | -2.0 | 0
COc1cccc(N2CC(=O)N(NC(=O)c3sc4nc(C)cc(C)c4c3N)CC2=O)c1
    1.6 | -3 | 9 | 3 | 6 | 1 | 30 | 5.0 | -3
N#C/C(=C\C1=C(N2CCOCC2)C(=C/c2cccc([N+](=O)[O-])c2)/CC1)C(=O)Nc1ccccc1F
    -0.5 | -34 | -10 | 3 | -2 | 4 | -1 | -1.0 | 1
O=C(c1ccco1)N1CCN(CC(=O)N2CCCc3c2c(=O)oc2ccc(O)cc32)CC1
    0.7 | -21 | 0 | -4 | -4 | 0 | 14 | -1.1 | /
CCc1cc2ccc(OC)cc2nc1SCC(=O)N1CCN(C(=O)c2ccco2)CC1
    0.0 | 2 | -2 | -10 | -3 | 4 | 5 | -1.4 | -8
COc1ccccc1-c1ccc(=O)n(CC(=O)NCc2ccc3c(c2)OCO3)n1
    -3.6 | -24 | -16 | -2 | -4 | 6 | -9 | -3.6 | -2
COc1ccc(CNS(=O)(=O)c2ccc(-n3cccn3)cc2)cc1
    -2.9 | 2 | 9 | 1 | -4 | 7 | 3 | -2.1 | 0
COc1cc(C(=O)Oc2ccccc2/C=N/NC(=O)c2ccc(Cl)cc2Cl)cc(OC)c1OC
    -3.5 | 10 | 6 | -10 | -3 | 8 | -7 | -1.9 | 1
Cc1ccccc1/C=C1\C(=O)Nc2ccc(F)cc21
    -2.4 | -24 | -9 | 2 | -7 | 2 | -14 | -2.1 | -3
O=C(Nc1ccc(F)c(F)c1)C1CCCN(S(=O)(=O)c2cnc[nH]2)C1 (stereo not drawn)
    -1.5 | 6 | 15 | -30 | / | 1 | -33 | 1.5 | 7
O=C(/C=C/c1ccnc2ccccc12)c1cccs1
    -1.2 | -34 | -2 | -8 | -4 | 2 | 15 | 0.2 | -2

7 entries picked at random from those above, as already listed:
Below each SMILES: IMP-1 inh | CRFR2-BP antag | p-CIP stab down | NS3 helicase inh | GalR3 antagonist | IDE inh | UBC9 SUMO inh | VIM-2 inhibitor | IDE cell activ
O=C(/C=C/c1ccnc2ccccc12)c1cccs1
    -1.2 | -34 | -2 | -8 | -4 | 2 | 15 | 0.2 | -2
Cc1ccn(CC(=O)N2CCCC(C(=O)c3cccc4ccccc34)C2)n1 (stereo not drawn)
    -0.4 | 13 | -7 | -6 | 4 | -2 | 5 | -1.8 | -7
O=C(Nc1ccc(F)c(F)c1)C1CCCN(S(=O)(=O)c2cnc[nH]2)C1 (stereo not drawn)
    -1.5 | 6 | 15 | -30 | / | 1 | -33 | 1.5 | 7
O=C(NC(=S)N1CCCCCC1)c1ccccc1
    -0.8 | -3 | -6 | 3 | 1 | / | 8 | -4.5 | 3
COc1ccc(N(C(C)C(=O)N/N=C/c2ccc(OC(C)C)cc2)S(C)(=O)=O)cc1 (stereo not drawn)
    -3.5 | -6 | -11 | 1 | -2 | 0 | -15 | -3.0 | 2
Cc1[nH]c2ccccc2c1C(=O)C(=O)N1CCOCC1
    -5.2 | 6 | 10 | 1 | -2 | -1 | 6 | -1.5 | 1
N#C/C(=C\C1=C(N2CCOCC2)C(=C/c2cccc([N+](=O)[O-])c2)/CC1)C(=O)Nc1ccccc1F
    -0.5 | -34 | -10 | 3 | -2 | 4 | -1 | -1.0 | 1

(cont.)
Below each SMILES: IMP-1 inh | CRFR2-BP antag | p-CIP stab down | NS3 helicase inh | GalR3 antagonist | IDE inh | UBC9 SUMO inh | VIM-2 inhibitor | IDE cell activ
CCN(CC)CCNC(=O)C1c2ccccc2C(=O)N(C)C1c1cn(C)c2ccccc12 (stereo not drawn)
    -6.0 | -10 | -4 | -4 | -1 | 6 | 6 | -5.2 | 5
CCCc1nnc(NC(=O)CCC(=O)N2CCN(Cc3ccc(Cl)cc3)CC2)s1
    -1.4 | -7 | -6 | -4 | -10 | -2 | 14 | -0.9 | 4
CCOC(=O)N1CCN(C(=O)c2ccc(CNS(=O)(=O)c3ccc(C)cc3)cc2)CC1
    2.0 | 4 | 1 | -3 | -1 | 2 | 7 | -2.8 | 1
O=C(NCC1CCS(=O)(=O)C1)Oc1ccccc1 (stereo not drawn)
    -5.4 | 3 | -4 | 4 | -4 | 7 | 7 | -2.8 | -1
CCCn1c(SCC(=O)NC2CC2)nnc1-c1ccccn1
    0.3 | 1 | 8 | 9 | -8 | 3 | -11 | 1.8 | 2
CCOc1ccc(N2C(=O)/C(=C/c3ccccc3OCC(=O)OC)N(CC(=O)OC)C2=S)cc1
    -1.1 | 4 | 7 | -6 | -6 | 1 | 6 | -1.9 | 3
Cc1cc(C)n(-c2nc3ccccc3c(=O)n2OCC(C)C)n1
    -2.7 | -2 | 2 | -3 | -11 | -1 | 16 | -0.6 | 1
Cc1ccc(-c2cc(C(=O)O)n[nH]2)s1
    -2.7 | -17 | 3 | 3 | -3 | -1 | 7 | -2.1 | 5
CN1C(C(=O)Nc2ccc(F)cc2F)=CC(c2cccs2)=NS1(=O)=O
    -1.1 | -54 | -10 | 3 | / | 5 | 14 | 0.7 | -4
O=C(NCCc1ccccc1Cl)C1CCC(=O)N(Cc2cccc(C(F)(F)F)c2)C1 (stereo not drawn)
    -2.0 | 1 | -10 | 2 | -2 | 4 | 7 | -5.2 | 4
CC1Sc2ccc(S(=O)(=O)N(C)Cc3ccccc3)cc2NC1=O (stereo not drawn)
    -2.5 | -8 | -4 | -5 | -9 | 2 | -6 | -3.0 | 4
COc1ccc(S(=O)(=O)N2CCN(C(=O)c3cc4c(s3)CCC4)CC2)cc1
    / | 3 | / | / | -2 | 5 | / | / | 4
O=C(OCn1nnc2ccccc2c1=O)c1ccc2ncsc2c1
    -0.7 | -16 | -16 | 0 | -5 | 3 | -1 | -0.5 | 5
N#CC(C(=O)c1ccc(S(=O)(=O)N2CCCCCC2)cc1)c1nc2ccccc2[nH]1 (stereo not drawn)
    -3.8 | 10 | -4 | -3 | -4 | -3 | 19 | -6.7 | 5
CCn1c(SCC(=O)NCCc2ccccc2)nc2sc3c(c2c1=O)CCN(C)C3
    -0.7 | 8 | 14 | -2 | -6 | 4 | -6 | -0.8 | 9
CS(=O)(=O)N(CCc1ccccc1)CC(=O)NCc1ccccn1
    -3.1 | 1 | -2 | 8 | -4 | 1 | -12 | 0.1 | 2
CC(=O)c1ccc(N2C(=NC(=O)CCC3CCCC3)SC3CS(=O)(=O)CC32)cc1 (stereo not drawn)
    -2.1 | -4 | -3 | -4 | -5 | -1 | -5 | -2.5 | -3
Cc1cccc(C)c1N1CCN(c2cc(Cl)nc(N)n2)CC1
    -1.2 | 17 | -8 | 2 | -6 | 18* | 14 | -1.6 | -8
CCOc1ccccc1-n1c(SCC(=O)NC2CCCC2)nnc1-c1ccoc1C
    -2.8 | -17 | -8 | 6 | -6 | 4 | 13 | -1.3 | 1
Cc1cc(N)c(C)c([N+](=O)[O-])c1C
    -0.4 | 11 | -19 | -2 | 2 | 2 | -1 | -3.8 | 2

(continued)
Below each SMILES: IMP-1 inh | CRFR2-BP antag | p-CIP stab down | NS3 helicase inh | GalR3 antagonist | IDE inh | UBC9 SUMO inh | VIM-2 inhibitor | IDE cell activ
COc1ccc(-c2csc(NC(=O)c3cc(C)oc3C)n2)cc1OC
    1.9 | 10 | -20 | -21 | -4 | 17* | 1 | 0.2 | -12
CCN(CCS(=O)(=O)c1ccc(Br)cc1)Cc1nc2ccccc2c(=O)[nH]1
    / | -3 | / | / | -3 | -1 | / | / | -2
N#Cc1cc2cc3c(cc2nc1N1CCOCC1)OCO3
    4.5* | 29 | 6 | 10 | -1 | 1 | 23 | -0.8 | -1
Cc1ccc2c(Cl)cc(Cl)c(OCC(=O)Nc3cccc(S(N)(=O)=O)c3)c2n1
    -2.4 | -37 | 2 | -9 | -2 | -2 | 1 | 1.9 | 3
O=C(COC(=O)CNC(=O)c1ccccc1)NCCc1ccccc1
    -2.0 | -3 | 4 | -14 | -4 | -2 | 10 | -1.4 | -1
O=C1Cc2cc(S(=O)(=O)NCc3ccc(F)cc3)ccc2N1
    / | -12 | / | / | -1 | 7 | / | / | 0
N#C/C(=C\c1cccs1)C(=O)NCC1CCCO1 (stereo not drawn)
    -1.1 | -8 | -12 | 2 | 0 | 6 | 19 | -0.1 | 3
CC(=O)N1CCC(C(=O)Nc2ccccc2)(N(Cc2ccccc2)C(=O)c2cccnc2)CC1
    -3.2 | 17 | -3 | 3 | 0 | 1 | 23 | -4.0 | 0
COC(=O)c1c(NC(=O)C2=COCCO2)sc(C)c1C
    / | -7 | / | / | -7 | -1 | / | / | 7
CCOCCCNc1nc(C)nc2c1nnn2Cc1c(F)cccc1Cl
    0.6 | -4 | -2 | -5 | -5 | -10 | 5 | 0.7 | -2
COC(=O)c1sccc1NC(=O)Nc1ccccc1F
    -1.3 | -14 | 0 | -10 | -7 | 3 | 0 | -1.8 | 9
